MC4R ag barr – MC4R agonists recruiting beta-arrestin, primary screen, cell-based, luminescence, agonist arm of biased-ligand search; AID 540308, 2011; Melanocortin receptor 4 (Homo sapiens), P32245; hit rate 0.98% among 360,000; activation, % at 8.9 µM; U2OS MC4R beta-arrestin complementation; percent of melanotan II response, DMSO zero;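 active = activation above a per-plate cutoff, the mean activation of sample wells on that plate plus 3 SD, cut at about 8% in these data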
Target sequence (P32245 whole entry, looked up): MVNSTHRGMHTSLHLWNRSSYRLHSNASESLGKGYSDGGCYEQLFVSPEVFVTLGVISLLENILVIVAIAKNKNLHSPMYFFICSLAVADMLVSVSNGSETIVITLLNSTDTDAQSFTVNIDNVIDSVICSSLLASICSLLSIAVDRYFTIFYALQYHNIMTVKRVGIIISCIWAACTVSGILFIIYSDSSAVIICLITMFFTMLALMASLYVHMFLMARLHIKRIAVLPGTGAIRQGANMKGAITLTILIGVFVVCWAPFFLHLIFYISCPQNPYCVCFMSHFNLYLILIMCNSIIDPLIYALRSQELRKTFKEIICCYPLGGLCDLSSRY
Vif imaging – HIV Vif self-association inhibitors, primary screen, imaging, HEK293T, single point | HEK293T cells, Vif self-association by quenched fluorescence, 24 h | inhibition, % at 7.49 µM | hit rate 0.35% among 340,000; in the data active = inhibition above about 50%, passing the limit was not always enough; note: some results filed as inactive read as strong as hits
PDI inh – inhibitors of human PDI, primary screen, biochemical, turbidity, single point, plate reader; hit rate 0.052% among 350,000; PDI insulin aggregation turbidity, A650, 90 min; AID 588391, 2011; Protein disulfide-isomerase (Homo sapiens), P07237; inhibition, % at 10 µM;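 active = mean inhibition across replicates of 30% or more, whatever share of single replicates reach that level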;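 note: absorbance from insulin aggregation driven by PDI reduction with DTT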
CaV13 ICDI inh – Disruptors of the CACNA1D IQ motif to Ca2+-dependent inactivation inhibitor domain association, primary screening, Förster resonance energy transfer in intact living …. HEK cells, CFP/YFP FRET ICDI-IQ, plate reader, 10 min; percent FRET-ratio fall versus neutral wells. inhibition, % at 12.3 µM. hit rate 0.098% among 340,000. AID 743397;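 active = mean replicate inhibition of at least 30% and at least 1% of replicates passing that level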;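 note: 0% = median of the neutral control wells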
Glyco luc inh – increase of ERlucT glycosylation luciferase signal, primary screen, N-linked glycosylation inhibitor project, D54 ERlucT cells, luminescence, set 2; D54 ERlucT glycosylation luciferase reporter, 24 h; percent of 100 nM tunicamycin response; reporter increase, % at 12.5 µM; hit rate 0.23% among 360,000;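 active = mean luciferase reporter signal, scaled so untreated is 0 and the glycosylation-blocking control 100, at or above a set limit in every replicate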;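 note: luciferase carries N-glycosylation sites so blocking glycosylation raises the light; 0% = median of neutral control wells and 100% = median of 100 nM tunicamycin wells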
aDG glyco act – activators of alpha-DG glycosylation, primary screen, uHTS, Pro5-aDG cells, AlphaScreen; alpha-DG glycosylation AlphaScreen (IIH6); 0% Pro5, 100% B10-LARGE cell signal; hit rate 0.22% among 360,000; activation, % at 10 µM;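 active = activation of at least 8% versus controls, or a plate z-score of at least 8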;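 note: Pro5 are CHO cells carrying HIG-tagged alpha-DG that lacks glycosylation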
ABCB6 inh MLPCN – ABCB6 transporter inhibitors, primary screen, K562-ABCB6 cells, flow cytometry, MLPCN library; hit rate 0.19% among 360,000; AID 602162, 2011; fluorescence ratio to DMSO, % at 10 µM; K562-ABCB6 porphyrin accumulation, 1 h; active compounds read low;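 active = fluorescence ratio to DMSO below 75%, the collection mean minus 3 SD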;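 note: signal is porphyrin accumulated inside mitochondria; 100% equals median channel fluorescence of DMSO control wells; lower ratio means ABCB6 inhibition with less porphyrin fluorescence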
m5-HT2A agonist – mouse Htr2a agonists via beta-arrestin recruitment, primary screen, cell-based, luminescence. 5-hydroxytryptamine receptor 2A (Mus musculus), P35363. CHO-K1 mHTR2A beta-arrestin complementation; percent of 30 µM serotonin response. activation, % at 7.6 µM. hit rate 0.66% among 360,000. AID 624169, 2012;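 active = activation above a run cutoff, the mean activation of all tested compounds plus 3 SD, cut at about 14% in these data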;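 note: 0% = plate median of compound wells and 100% = 30 µM serotonin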
Target sequence (P35363 whole entry, looked up): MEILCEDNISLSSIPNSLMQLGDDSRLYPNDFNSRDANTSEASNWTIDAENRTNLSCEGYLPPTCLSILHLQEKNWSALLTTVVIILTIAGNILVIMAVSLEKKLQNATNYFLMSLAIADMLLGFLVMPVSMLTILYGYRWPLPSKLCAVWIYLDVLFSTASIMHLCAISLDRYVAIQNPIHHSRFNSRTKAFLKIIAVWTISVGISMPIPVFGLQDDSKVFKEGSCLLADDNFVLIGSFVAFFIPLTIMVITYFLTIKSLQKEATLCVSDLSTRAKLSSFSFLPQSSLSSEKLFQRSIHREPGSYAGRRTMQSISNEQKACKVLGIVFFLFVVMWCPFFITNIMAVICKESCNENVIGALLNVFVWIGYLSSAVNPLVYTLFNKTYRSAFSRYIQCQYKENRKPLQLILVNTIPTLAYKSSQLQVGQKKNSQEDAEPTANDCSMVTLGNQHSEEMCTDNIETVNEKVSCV
Cardio protect – cardioprotection against H2O2-induced cell death, primary screen, uHTS, H9c2 cells, ATPLite luminescence. protection from H2O2 cell death, % at 20 µM. hit rate 0.63% among 360,000. H9c2 cardiomyocytes, H2O2 injury protection, 2 h;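 active = compounds giving at least 50% protection of heart cells from peroxide-induced death in the single-dose screen, raw or plate-pattern-corrected value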;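 note: 0% = DMSO wells with peroxide and 100% = DMSO wells without peroxide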
MC4R antagonist – MC4R antagonists of cAMP signaling, primary screen, cell-based, TR-FRET, antagonist arm of biased-ligand search; MC4R-expressing cells, MTII-stimulated cAMP, LANCE TR-FRET; Melanocortin receptor 4 (Homo sapiens), P32245; AID 540295, 2011; hit rate 0.48% among 360,000; inhibition, % at 6.5 µM;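 active = inhibition above its plate's cutoff, the mean of tested wells on that plate plus 3 SD, cut at about 29% in these data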;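 note: 0% = Melanotan II alone and 100% = Melanotan II plus saturating MCL0020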
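Material: U2OS-MC4R stable cell line | Reagent: Melanotan II challenge after compound preincubation | Doses: One concentration, 6.5 µM nominal | Incubation: 30-min compound preincubation, 1-h Melanotan II challenge, 1-h detection, room temperature | Signal: TR-FRET cAMP assay | Replicates: One well per compound, no replicates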
Numbers without * were called inactive; . = not tested or not shown.

Results follow in this order: MC4R ag barr	Vif imaging	PDI inh	CaV13 ICDI inh	Glyco luc inh	aDG glyco act	ABCB6 inh MLPCN	m5-HT2A agonist	Cardio protect	MC4R antagonist
> COCC1CCN(C(=O)C2CCC(=O)N(Cc3ccc(Cl)cc3)C2)CC1 (stereo not drawn)
 : -2.5	16	-5	-2	-1	0.0	101	1	0	2
> Cc1ccccc1CC1(C)C(=O)Nc2ccc(S(=O)(=O)NC3CCCCC3)cc21 (stereo not drawn)
 : 0.0	-11	-9	-11	-4	-0.4	91	12	6	6
> COc1ccc(CCNC(=O)COC(=O)c2ccc(Br)o2)cc1OC
 : -2.6	-1	8	-4	1	0.0	96	0	-1	8
> O=C(CSc1ccccc1)Nc1ccc(-c2nc3ccccc3[nH]2)cc1
 : 11*	-1	-1	-5	9	0.0	101	-3	-7	13
> Cc1ccc(Cc2c(-c3ccc(F)cc3)nc3c(C)cc(Br)cn23)cc1
 : .	.	.	.	4	0.1	92	1	-9	.
> Cc1cc(C(=O)Nc2ccccc2)c(C)o1
 : 4.1	5	-1	.	3	0.8	107	0	3	-2
> CCOC(=O)CNC(=O)CSc1ncccc1-c1nc2ccccc2[nH]1
 : -2.5	-8	-27	-1	1	0.0	85	-3	5	0
> c1ccc2c(c1)nc(NCCN1CCOCC1)c1nncn12
 : -0.4	.	-11	-7	2	-0.1	93	9	20	5
> CCc1ccnc(NC(=O)NS(=O)(=O)c2ccc(C)cc2)c1
 : 0.3	-6	4	-4	0	-0.1	102	-3	3	14
> CCCC12CN(C(=O)c3ccco3)CC(CCC)(CN(C(=O)c3ccco3)C1)C2=O
 : 0.7	10	22	-14	2	0.3	104	5	0	-1
> O=C(NC12CC3CC(CC(C3)C1)C2)N1CCC(n2nnc3ccccc32)CC1
 : 1.6	6	-2	.	-2	0.2	96	0	-5	-1
> Cc1ccc(CN(CC(=O)N/N=C/c2ccccc2[N+](=O)[O-])S(=O)(=O)c2ccc(C)cc2)cc1
 : 0.1	-4	13	0	-1	-0.2	104	-4	-14	-8
> c1ccc(-n2c(-c3ccco3)nnc2N2CCOCC2)cc1
 : -1.1	-2	5	-9	2	-0.1	98	4	0	6
> Cc1ccc(N(Cc2ccccc2)C(=O)c2ccc(F)cc2)cc1
 : -1.4	2	2	-9	-3	0.0	102	-5	-5	4
> COc1ccccc1C(=O)NCCC(=O)NCC1CCCO1 (stereo not drawn)
 : -1.9	12	-37	-2	0	0.0	96	-2	5	-1
> C(=C\c1ccccc1)/CN1CCN(C(CCc2ccccc2)c2nnnn2C2CCCCC2)CC1 (stereo not drawn)
 : .	6	.	.	-8	-0.1	93	-2	-8	.
> Cc1ccc(C)c(OCc2cc(C(=O)NC(c3ccccn3)C(F)(F)F)no2)c1 (stereo not drawn)
 : 1.1	-11	-1	-2	-1	0.0	94	2	-11	3
> Cc1ccccc1N=C1Nc2ccccc2N[C@]12C[C@H]1CCC(=O)N3CC[C@@H](C2)[C@@H]13
 : 1.0	0	-7	-10	-1	0.0	99	-7	-1	2
> COc1cc(/C=N/Nc2ccc(Cl)nn2)cc(OC)c1O
 : -2.2	-8	13	-18	3	0.0	101	-1	3	-32
> O=S(=O)(NCC1CCCO1)c1cnc(Cl)c(Cl)c1 (stereo not drawn)
 : 1.0	.	-7	-4	-1	0.5	95	2	-6	25

One compound at a time, from the list above:
`Cc1ccc(CN(CC(=O)N/N=C/c2ccccc2[N+](=O)[O-])S(=O)(=O)c2ccc(C)cc2)cc1` is listed as MC4R ag barr: 0.1; Vif imaging: -4; PDI inh: 13; CaV13 ICDI inh: 0; Glyco luc inh: -1; aDG glyco act: -0.2; ABCB6 inh MLPCN: 104; m5-HT2A agonist: -4; Cardio protect: -14; MC4R antagonist: -8
`COc1cc(/C=N/Nc2ccc(Cl)nn2)cc(OC)c1O` is listed as MC4R ag barr: -2.2; Vif imaging: -8; PDI inh: 13; CaV13 ICDI inh: -18; Glyco luc inh: 3; aDG glyco act: 0.0; ABCB6 inh MLPCN: 101; m5-HT2A agonist: -1; Cardio protect: 3; MC4R antagonist: -32

The listing continues.
Results follow in this order: MC4R ag barr	Vif imaging	PDI inh	CaV13 ICDI inh	Glyco luc inh	aDG glyco act	ABCB6 inh MLPCN	m5-HT2A agonist	Cardio protect	MC4R antagonist
> CN(C)C(=S)Nc1ccc(Br)cc1Cl
 : -0.2	2	9	-14	3	0.1	97	-1	2	7
> Cn1c(COc2ccc([N+](=O)[O-])cc2)nnc1SCC(N)=O
 : -2.1	17	0	6	0	-0.1	106	1	-4	4
> Cc1cc(C)c(OCC(=O)Nc2cccc(O)c2)cc1C
 : -0.7	-4	-4	-4	-7	-0.3	103	-2	-29	3
> COCc1nnc(NC(=O)CC(c2ccccc2)c2ccccc2)s1
 : 1.0	-3	6	.	-2	0.1	99	1	-5	4
> COc1ccccc1OCC(=O)Nc1ccc(NC(=O)COc2ccccc2OC)cc1
 : 18*	.	-6	-5	.	0.0	93	-2	-5	-2
> CC(=O)c1cccc(NC2c3ccccc3C(=O)N2Cc2ccco2)c1 (stereo not drawn)
 : 0.7	-10	0	5	-1	0.0	86	3	-11	2
> Cc1ccc(C(=O)Oc2ccccc2N2C(=O)C3CCCCC3C2=O)cc1 (stereo not drawn)
 : -1.1	12	-3	-6	3	-0.3	102	-4	-2	6
> Cc1ccccc1Cn1c(=O)n(Cc2ccco2)c(=O)c2ccccc21
 : 1.4	-7	-7	-2	-4	0.5	94	-1	-9	5
> O=C(Nc1ccc(F)c(Cl)c1)c1csc(COCCO)n1
 : 0.2	1	-2	-7	1	-0.4	100	-1	-3	17
> CC(C)(C)C(=O)O/N=C(\N)c1ccc(-c2csnn2)cc1
 : 3.7	0	1	-4	-3	0.2	104	0	-7	-1
> CC(=O)c1cccc(NC(=O)c2sc(Cl)nc2C)c1
 : 0.5	9	9	0	2	0.2	98	10	1	0
> CC(C)C(=O)Nc1ccc(N2CCN(c3ccc(F)cc3)CC2)cc1
 : -3.5	5	4	-4	1	-0.1	100	1	0	7
> COc1ccc(S(=O)(=O)NCc2ccc3c(c2)OCO3)cc1C(=O)O
 : -1.9	-1	-7	-4	3	-0.1	105	-2	0	15
> CSCCC1NC(=O)N(CC(=O)Nc2cc(C)on2)C1=O (stereo not drawn)
 : -1.9	2	-6	-3	2	-0.2	87	0	2	5
> COC(=O)[C@]1(Cc2ccccc2)N[C@H](c2ccc(-c3ccc(Cl)c(Cl)c3)cc2)[C@@H]2C(=O)N(C)C(=O)[C@@H]21
 : 0.3	-4	1	-11	-4	0.8	99	11	-3	6
> O=C(Cn1cc(C(F)(F)F)ccc1=O)N/N=C/c1cccc(Cl)c1
 : -1.2	-3	-7	0	4	-0.1	87	2	2	7
> CC(=O)Nc1ccc(N=Nc2ccc(O)cc2)cc1
 : -2.3	-1	6	-4	-12	0.0	103	-5	-11	-5
> Cc1nc2sccn2c(=O)c1S(=O)(=O)NCCc1ccccc1
 : 0.8	-4	.	-10	-1	-0.1	93	1	-1	9
> O=C(Cc1cccs1)Nc1nnc(COc2ccccc2)s1
 : 0.7	18	2	-6	-1	-0.2	98	-3	0	0
> Cc1cc(N(C)C)cc(C)c1N=Nc1cc[n+]([O-])cc1
 : -3.2	-4	7	-6	-3	0.0	99	-2	-1	-17

Six compounds from above, ordered by the value under aDG glyco act, lowest first:
Structure	aDG glyco act
Cc1ccc(C(=O)Oc2ccccc2N2C(=O)C3CCCCC3C2=O)cc1 (stereo not drawn)	-0.3
COc1ccc(S(=O)(=O)NCc2ccc3c(c2)OCO3)cc1C(=O)O	-0.1
COc1ccccc1OCC(=O)Nc1ccc(NC(=O)COc2ccccc2OC)cc1	0.0
CC(C)(C)C(=O)O/N=C(\N)c1ccc(-c2csnn2)cc1	0.2
Cc1ccccc1Cn1c(=O)n(Cc2ccco2)c(=O)c2ccccc21	0.5
COC(=O)[C@]1(Cc2ccccc2)N[C@H](c2ccc(-c3ccc(Cl)c(Cl)c3)cc2)[C@@H]2C(=O)N(C)C(=O)[C@@H]21	0.8

Next section
Results follow in this order: MC4R ag barr	Vif imaging	PDI inh	CaV13 ICDI inh	Glyco luc inh	aDG glyco act	ABCB6 inh MLPCN	m5-HT2A agonist	Cardio protect	MC4R antagonist
> O=C(Nc1cc(S(=O)(=O)N2CCCCC2)ccc1N1CCCCC1)C1CC1
 : -0.3	-5	-18	0	0	1.1	100	3	-6	2
> CCOc1ccc(-c2nc(C#N)c(NCc3ccco3)o2)cc1
 : 1.3	4	-12	-14	5	-0.4	96	9	-12	-5
> O=C(NCc1ccccc1)C(c1ccncc1)N(C(=O)c1csnn1)c1cccc(F)c1 (stereo not drawn)
 : -0.6	-10	3	-5	1	0.0	96	4	-1	6
> COCCN1C(=O)N[C@@H](c2cccc(C(F)(F)F)c2)C(C(=O)OC)=C1C
 : -0.5	1	-1	.	3	-0.2	100	5	3	3
> O=C(NCCN1CCOCC1)c1cc([N+](=O)[O-])ccc1Cl
 : 0.0	5	1	-6	2	-0.1	96	8	-2	13
> Cc1cc(Br)ccc1NC(=O)CN1C(=S)NC(C)(C)CC1C (stereo not drawn)
 : 0.5	-1	2	-4	2	-0.3	93	3	0	0
> Nc1ccc(C(=O)N/N=C/c2c[nH]c3ccccc23)cc1
 : -1.6	6	8	-21	-1	0.2	94	-3	-6	3
> COc1cc(C(=O)NCc2nnc(SCC(=O)N3CCc4ccccc43)o2)cc(OC)c1OC
 : -1.2	2	-5	-2	2	-0.3	95	-1	7	11
> COc1ccc(Cl)cc1NC(=S)NCc1cccnc1
 : -2.5	-4	-2	-4	2	0.6	96	-13	13	-9
> CCNC(=O)C(C)Sc1ccc(Cl)cc1 (stereo not drawn)
 : -2.1	-6	-14	-4	-1	0.6	85	-1	4	1
> CCC(=O)Nc1ccc(C(=O)N/N=C/c2cccnc2)cc1
 : -3.1	-2	2	-8	-1	0.1	100	0	2	3
> Cc1cc(C)nc(-n2nc(C)cc2NC(=O)CN2CCCC2)n1
 : -0.3	4	13	-16	0	0.2	94	-2	2	7
> CCn1c(=O)cc(OCC(=O)Nc2cccc(C)n2)c2ccccc21
 : -1.0	4	-5	-4	2	-0.1	96	2	21	-2

Copied from the list:
Under Cardio protect, `Nc1ccc(C(=O)N/N=C/c2c[nH]c3ccccc23)cc1` shows -6
Under MC4R ag barr, `CCC(=O)Nc1ccc(C(=O)N/N=C/c2cccnc2)cc1` shows -3.1
Under aDG glyco act, `Cc1cc(Br)ccc1NC(=O)CN1C(=S)NC(C)(C)CC1C` (stereo not drawn) shows -0.3

From PubChem BioAssay

Rows are unselected. About 3.6% of those tested had a hit in this group.
